TRPC4 block: blocks the mouse TRPC4 cation channel | AID 2247 | HEK293 TRPC4beta/mu-opioid, DAMGO-evoked Fluo4 calcium flux; hits give low values | actives 0.39% (n = 300,000) | B-score at 10 µM;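 active = B-score over 3 SD under the library average, no early fluorescence shift, positive overall ratio signal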
Target sequence (Q9QUQ5 whole entry, looked up): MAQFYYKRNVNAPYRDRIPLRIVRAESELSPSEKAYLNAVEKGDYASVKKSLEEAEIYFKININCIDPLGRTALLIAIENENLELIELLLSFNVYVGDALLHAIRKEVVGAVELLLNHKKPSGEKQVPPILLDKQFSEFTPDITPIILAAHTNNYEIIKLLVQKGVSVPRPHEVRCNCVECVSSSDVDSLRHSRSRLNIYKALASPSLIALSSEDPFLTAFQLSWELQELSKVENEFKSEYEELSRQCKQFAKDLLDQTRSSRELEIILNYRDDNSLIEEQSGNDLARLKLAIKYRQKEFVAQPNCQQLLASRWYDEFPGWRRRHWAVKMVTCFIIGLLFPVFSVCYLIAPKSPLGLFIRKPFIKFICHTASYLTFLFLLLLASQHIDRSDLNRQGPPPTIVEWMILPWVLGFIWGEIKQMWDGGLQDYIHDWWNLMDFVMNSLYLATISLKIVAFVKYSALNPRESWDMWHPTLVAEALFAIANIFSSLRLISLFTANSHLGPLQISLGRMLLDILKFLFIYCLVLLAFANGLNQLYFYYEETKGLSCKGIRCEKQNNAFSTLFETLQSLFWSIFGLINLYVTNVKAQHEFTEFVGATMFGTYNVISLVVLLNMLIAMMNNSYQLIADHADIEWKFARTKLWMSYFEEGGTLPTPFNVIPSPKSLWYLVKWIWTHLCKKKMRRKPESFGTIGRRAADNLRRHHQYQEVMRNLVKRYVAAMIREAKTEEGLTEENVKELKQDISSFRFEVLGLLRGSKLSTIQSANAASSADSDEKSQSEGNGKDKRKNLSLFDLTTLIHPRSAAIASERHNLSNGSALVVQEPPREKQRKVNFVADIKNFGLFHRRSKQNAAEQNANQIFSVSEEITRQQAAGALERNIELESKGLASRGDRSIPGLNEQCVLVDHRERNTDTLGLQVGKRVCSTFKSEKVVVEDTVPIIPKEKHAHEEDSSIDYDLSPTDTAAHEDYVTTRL
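Material: HEK293 cells with stable TRPC4beta plus mu-opioid receptor expression; probe or stimulus: DAMGO in two steps, submaximal then maximal; technique: Fluo4 calcium fluorescence by kinetic imaging, 5 s 1 Hz baseline; measure: integrated fluorescence ratio relative to baseline, converted to per-well B score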
TRPC4 agonist: activators of mouse TRPC4 channel; Q9QUQ5; HEK293 TRPC4beta/mu-opioid, Fluo4 calcium fluorescence; hits give high values; B-score at 10 µM; actives 0.49% (n = 310,000);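 active = B-score above 5 SD of library B-scores, and initial fluorescence ratio not above library mean plus 5 SD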;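 also: positive B-score marks a calcium rise read as TRPC4 activation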
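Material: TRPC4beta and mu-opioid receptor HEK293 stable cells | Incubation: 45 min room-temperature Fluo4 loading, 110 s read | Detection: Kinetic Fluo4 calcium fluorescence | Measure: Integrated baseline-normalised fluorescence ratio, converted to per-well B score | Benchmarks: Low control buffer alone, high control maximal DAMGO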
TRPC6 act: activates the mouse TRPC6 cation channel; Q61143; HEK293-TRPC6 membrane potential dye fluorescence; hits give high values; B-score at 10 µM; actives 0.13% (n = 310,000);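 active = B-score of the integrated fluorescence ratio above library mean plus 3 SD, and starting fluorescence ratio within library mean plus 5 SD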;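 also: higher score means more depolarization so channel activation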
MrgX1 agonist: activates human MrgX1 receptor signaling; Q96LB2; MrgX1-HEK293 cells, Fluo-4 calcium fluorescence, agonist mode; hits give high values; B-score at 10 µM; actives 0.44% (n = 310,000); AID 588627;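 active = calcium response B-score plate-corrected fluorescence ratio at least 3 library SD, with starting fluorescence B-score inside 5 SD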
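System – MrgX1-expressing HEK293 cells · Incubation – cells plated overnight, dye loaded 0.5 h 37 °C, 0.5 h room temperature · Technique – kinetic Fluo-4 NW fluorescence of intracellular calcium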
TRPC4 PAM: allosterically enhances the mouse TRPC4 cation channel. HEK293 TRPC4beta/mu-opioid, DAMGO EC20, Fluo-4 Ca2+ flux; hits give high values. B-score at 10 µM. actives 0.42% (n = 310,000). AID 2227. Q9QUQ5;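 active = B-score of calcium response area above 5 SD of library B-scores, with initial fluorescence ratio within 5 SD of library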;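 also: B-score of integrated fluorescence ratio over time as area under calcium response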
HIF activator: HIF pathway transcriptional activation. actives 0.32% (n = 300,000). AID 1910. U2OS HRE-luciferase reporter, luminescence; normalized: DMSO 0%, desferrioxamine 100%. activation, % at 7.5 µM (by protocol);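 active = mean activation of at least 10% of the iron chelator positive control signal, with at least half of replicates also reaching 10%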
PolyA inhibitor: yeast polyadenylation inhibition; S. cerevisiae SKY197-pL101 polyadenylation reporter, beta-gal luminescence; efflux-impaired pdr1/pdr3 knockout yeast; score 100 = 6 SD above DMSO; actives 0.02% (n = 300,000); calls only at 12 µM;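 active = lowest replicate activity score at least 50, where 100 means six control SD above control mean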;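 also: yeast exposed to compound for 9 h at 30 °C; higher score means more reporter readthrough which indicates perturbed polyadenylation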
TRPC6 inhibitor: inhibitors of mouse TRPC6 channel; Q61143; B-score at 10 µM; HEK293-TRPC6, membrane potential dye, ACh-evoked depolarization; hits give low values; actives 1.1% (n = 310,000);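 active = B-score under library mean minus 3 SD, initial fluorescence not abnormally high, positive integrated signal ratio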;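 also: B-score derived from integrated fluorescence ratio over the kinetic read; more negative B-score means stronger inhibition of depolarization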
MrgX1 allo act: allosterically activates human MrgX1 receptor signaling; Q96LB2; MrgX1-HEK293, Fluo-4 calcium flux, FDSS; hits give high values; B-score at 10 µM; actives 0.63% (n = 310,000); AID 588675;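 active = plate-corrected calcium response at least 3 library SD above typical, normal starting fluorescence, not activating the receptor alone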;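 also: compound read alongside a low EC10 to EC30 dose of BAM8-22 agonist; peak minus trough fluorescence over baseline measured at the second addition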
MrgX1 antag: blocks BAM8-22 activation of human MrgX1 receptor | Q96LB2 | MRGX1-HEK293 calcium flux, Fluo-4, BAM8-22 antagonism; hits give low values | B-score at 10 µM | actives 1.3% (n = 310,000);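 active = calcium-response B-score plate-corrected more than 3 library SD below zero, starting fluorescence within 5 deviations, no agonist response on first addition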;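 also: peak minus trough fluorescence over baseline after final BAM8-22 challenge near maximal dose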
AI-2 QS modul: modulates the Vibrio harveyi AI-2 quorum sensing system. Vibrio harveyi JMH597 AI-2 luminescence/OD600 ratio, 9 h; hits give low values; strain lacks LuxN and CqsS sensors; 0 = neutral-control median. activity change, % at 7.5 µM. actives 0.4% (n = 300,000). AID 2094; in the data active = activity change below about -75%, passing the limit was not always enough;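 also: luminescence divided by OD600 gain over 9 h not by final OD600 alone; inactives centre near 13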
* marks the source's active call; other numbers are inactive results; i = inactive; nt = no result given. These rows are one share of the data; the hit share may differ from the screen's.

SMILES	TRPC4 block	TRPC4 agonist	TRPC6 act	MrgX1 agonist	TRPC4 PAM	HIF activator	PolyA inhibitor	TRPC6 inhibitor	MrgX1 allo act	MrgX1 antag	AI-2 QS modul
Cc1ccc(S(=O)(=O)n2cnc3cc([N+](=O)[O-])ccc32)cc1C	i	i	i	i	i	0.2	i	i	i	i	3
C/C(=N\NC(=O)c1cc(Br)ccc1O)c1cccs1	i	i	i	i	i	0.9	i	i	i	i	17
COCCCN1C(=O)N(c2ccccc2)C(=O)C1CC(=O)Nc1ccccc1 (stereo not given)	i	i	i	i	i	-1.0	i	i	i	i	18
CC(C)NC(=O)c1onc(CSc2ccc(C(C)C)cc2)c1C(=O)O	i	i	i	i	i	0.3	i	i	i	i	15
CC12CC3(C)CC(C)(C1)CC(C(=O)Nc1nn[nH]n1)(C2)C3	i	i	i	i	i	0.9	i	i	i	i	24
CCOc1ccc(CC(=O)N/N=C/c2cccnc2)cc1OCC	i	i	i	i	i	-0.2	i	i	i	i	20
CC(C)n1nc(C(=O)OCC(=O)N2CC(=O)Nc3ccccc32)c2ccccc2c1=O	i	i	i	i	i	-0.7	i	i	i	i	0
O=C(Nc1nnc(-c2ccc(F)cc2)o1)c1cc(Cl)sc1Cl	i	220*	i	114*	i	0.0	i	i	i	i	58
S=C(NC1CCCCC1)N1CCN(Cc2ccccc2)CC1	i	i	i	i	i	-0.2	i	i	i	i	25
CCOc1ccc(C(C(=O)NCC2CCCO2)N(C(=O)c2snc(C(N)=O)c2N)c2ccccc2F)cc1 (stereo not given)	i	i	i	i	i	-0.4	i	i	i	i	14
Cc1onc(-c2ccccc2)c1C(=O)N/N=C/C=C/c1ccccc1	i	i	i	i	i	-0.1	i	i	i	i	10
O=C(N1CCOCC1)N1CCN(c2nc(-c3ccccc3)cs2)CC1	nt	i	i	nt	i	1.3	i	i	nt	nt	29
N#C/C(=C\C=C\c1ccccc1)C(=O)NCc1ccco1	i	i	i	i	i	0.2	i	i	i	i	11
CCCC(=O)Nc1ccc2c(c1)nc(CCNC(=O)c1ccccc1)n2C	i	i	i	i	i	-0.1	i	i	i	i	19
Cc1cc(C(=O)NNC(=S)Nc2cccc(C(F)(F)F)c2)nn1C	i	i	i	i	i	0.6	i	i	i	i	-15
CCOC(=O)c1cnc2c(c(C)nn2CC)c1Cl	i	i	i	i	i	0.4	i	i	i	i	-7
Cc1ccc2cc(COC(=O)C3CCCO3)c(=O)[nH]c2c1 (stereo not given)	i	i	i	i	i	-0.1	i	i	i	i	28
S=C(NCc1ccco1)N1CCN(c2ccccn2)CC1	i	i	i	i	i	-0.5	i	i	i	i	11
COc1ccc(C(=O)C2CCCN(C(=O)Cc3c(C)noc3C)C2)cc1OC (stereo not given)	i	i	i	i	i	0.2	i	i	i	i	26
O=C(NCCc1ccccn1)c1cccc(S(=O)(=O)N2CCCCCC2)c1	i	i	i	i	i	-0.3	i	i	i	i	29
O=C(Nc1ccccc1)c1ccc(S(=O)(=O)N2CCCC2)cc1	i	i	i	i	i	0.1	i	i	i	i	21
Cc1cc(NC(=O)CCC(=O)N(c2ccccc2)C(C(=O)NC2CCCC2)c2ccccc2F)no1 (stereo not given)	i	i	i	i	i	-0.8	i	i	i	i	29
Cc1nc2cc(NC(=O)c3ccc(S(=O)(=O)N(C)c4ccccc4)cc3)ccc2o1	i	i	i	i	i	3.0	i	i	i	i	2
CCOC(=O)Cc1csc(NC(=O)/C=C/c2ccc(Cl)cc2)n1	i	i	i	i	i	1.5	i	i	i	i	-6
CCOC(=O)C(CC)(CCC(=O)OC)c1csc(Nc2ccccc2O)n1 (stereo not given)	i	i	i	i	i	-0.4	i	i	i	i	3
Cc1ccnc(NC(=O)C2(c3cccs3)CCOCC2)c1	i	i	i	i	i	0.0	i	i	i	i	22
COc1ccc2c(=O)c3c(=O)n(Cc4ccco4)c(-c4ccc(C)cc4)nc3oc2c1	nt	nt	nt	i	nt	-0.2	i	nt	i	i	22
CCOC(=O)C1CCN(S(=O)(=O)c2cnc[nH]2)CC1	i	i	i	i	i	-0.4	i	i	i	i	45
O=C(NC1CCCC1)C(c1ccc(F)cc1)N(C(=O)c1csnn1)c1ccccc1F (stereo not given)	i	i	i	i	i	0.0	i	i	i	i	15
c1cncc(-c2noc(C34CC5CC(CC(C5)C3)C4)n2)c1	i	i	i	i	i	-15	i	i	i	i	26
O=C(Nc1cc(Cl)ccc1Cl)c1ccc(OC(=O)c2ccco2)cc1	i	i	i	i	i	0.8	i	i	i	i	12
COc1ccc(C2c3ccc(O)cc3Oc3ncn4nc(-c5ccco5)nc4c32)cc1OC (stereo not given)	i	i	i	i	i	1.9	i	i	i	i	18
Cc1cc(=O)oc(C)c1C(=O)NCc1ccc(F)cc1	i	i	i	i	i	-0.1	i	i	i	i	4
Cn1cc([N+](=O)[O-])c(C(=O)Nc2ccc(C3CCCCC3)cc2)n1	i	i	i	i	i	-0.9	nt	i	i	i	16
COc1cc(C(=O)OCC(=O)NC(=O)NC2CCCCC2)cc(Cl)c1OC	i	i	i	i	i	-1.0	i	i	i	i	-5
COc1ccc(C)cc1N(CC(=O)O)S(=O)(=O)c1ccc(C)cc1	i	i	i	i	i	0.4	i	i	i	i	7
CC(=O)NS(=O)(=O)c1ccc(N=NN2CCCCCC2)cc1	i	i	i	i	i	-0.1	i	i	i	i	13
Cc1ccccc1NC(=O)CSc1nnc(C)c2ccccc12	i	i	i	i	i	1.2	i	i	i	i	nt
Cc1cc(NC(=O)CSc2nnc(NC(=O)C3CC(=O)N(c4ccccc4C)C3)s2)no1 (stereo not given)	i	i	i	i	i	-0.1	i	i	i	i	33
CCc1ccc2nc(N3C(=O)c4oc5ccccc5c(=O)c4C3c3ccc(OC)c(OC)c3)sc2c1 (stereo not given)	i	i	i	i	i	-0.9	i	i	i	i	16
Cc1ccc(Nc2nc3nonc3[nH]c2=O)cc1Cl	i	i	i	i	i	0.4	i	i	i	i	24
O=C(Cc1ccccc1)Nc1ccc(NC(=O)c2ccc(Br)cc2)cc1	i	i	i	i	i	-2.2	i	i	i	i	16
CCCNS(=O)(=O)/C=C/c1ccccc1	i	i	i	i	i	0.2	i	i	i	i	24
CC1=C(c2ccc(C)cc2)[N+](=O)C(C)(C)N1[O-]	i	i	i	i	i	0.1	i	i	i	i	15
COc1ccccc1NC(=O)C1CCCN(S(=O)(=O)c2ccc(-n3cnnn3)cc2)C1 (stereo not given)	i	i	i	i	i	-8.9	i	i	i	i	-2
CCCOc1ccc(/C=C/C(=O)Nc2ccc([N+](=O)[O-])cc2C)cc1	i	i	i	i	i	-0.4	i	i	i	i	9
Clc1ccc(COn2c(-c3ccc(Cl)cc3)nc3ccccc32)cc1	i	i	i	i	i	0.9	i	i	i	i	20
O=C1c2ccc(Oc3ccc4c(c3)C(=O)N(CCCO)C4=O)cc2C(=O)N1CCCO	i	71*	i	i	i	0.6	i	i	i	i	9
CCCCn1c(CN(C)Cc2ccccc2)nc2c1c(=O)n(C)c(=O)n2C	i	i	i	i	i	-0.6	i	i	i	i	17
CCOc1ccc(-n2c(Cc3cc(=O)[nH]c(=O)[nH]3)nnc2SCC(N)=O)cc1	i	i	i	i	i	0.2	i	i	i	i	13
Cc1cc(C)cc(OCC(=O)OCC(=O)c2cc(C)n(C3CC3)c2C)c1	i	i	i	i	i	-0.6	i	i	i	i	8
CCOC(=O)c1cnc2ccc(OC)cc2c1Nc1ccc(N2CCN(C)CC2)cc1	i	i	i	i	i	-21	i	i	i	i	10
CCCCCc1ccc(CC(=O)O)cc1	i	i	i	i	i	-0.2	i	i	i	i	40
O=C(NNC(=O)c1cccc2ccccc12)c1ccc2c(c1)OCO2	i	i	i	i	i	3.4	i	i	i	i	13
CC(NC(=O)c1cccs1)c1ccc(Cl)cc1 (stereo not given)	i	i	i	i	i	-0.1	i	i	i	i	31
Cc1ccc(NCC(=O)N/N=C\c2cccc(O)c2)cc1	i	i	i	i	i	0.4	i	i	i	i	-56
O=Cc1cccn1-c1sc2c(c1C(=O)O)CCCC2	i	i	i	i	i	-0.4	i	i	i	i	2
CCOC(=O)C1CCN(c2ccc(C(N)=O)cc2[N+](=O)[O-])CC1	i	i	i	i	i	-1.6	i	i	i	i	19
Cc1cc(=O)[nH]c(=S)n1-c1ccccc1	i	i	i	i	i	0.1	i	i	i	i	-7
CC(C)C(=O)NC(c1ccccc1Cl)c1c(O)ccc2ccccc12 (stereo not given)	i	i	i	i	i	-0.1	i	i	i	i	12

Single records, as listed above. Order of values: TRPC4 block	TRPC4 agonist	TRPC6 act	MrgX1 agonist	TRPC4 PAM	HIF activator	PolyA inhibitor	TRPC6 inhibitor	MrgX1 allo act	MrgX1 antag	AI-2 QS modul
Cc1ccc(Nc2nc3nonc3[nH]c2=O)cc1Cl as listed: i	i	i	i	i	0.4	i	i	i	i	24
COc1ccc(C)cc1N(CC(=O)O)S(=O)(=O)c1ccc(C)cc1 as listed: i	i	i	i	i	0.4	i	i	i	i	7
CC12CC3(C)CC(C)(C1)CC(C(=O)Nc1nn[nH]n1)(C2)C3 as listed: i	i	i	i	i	0.9	i	i	i	i	24

Additional structures follow:
SMILES	TRPC4 block	TRPC4 agonist	TRPC6 act	MrgX1 agonist	TRPC4 PAM	HIF activator	PolyA inhibitor	TRPC6 inhibitor	MrgX1 allo act	MrgX1 antag	AI-2 QS modul
Cc1[nH]c(C)c(S(=O)(=O)N2CCCCC2)c1C(=O)N1CCCC1	i	i	i	i	i	-0.1	i	i	i	i	23
O=C(O)c1cc(-c2ccc3ccccc3n2)nc2ccccc12	i	i	i	i	i	0.8	i	i	i	i	13
O=C(Nc1cccc(Cl)c1)c1ccccc1NC(=O)C1CCCCC1C(=O)O (stereo not given)	i	i	i	i	i	0.8	i	i	i	i	15
COc1cccc2[nH]c3c(N4CCCCC4)ncnc3c12	i	i	i	i	i	0.9	i	i	i	i	0
Cn1c(CNC(=O)Cc2ccc3c(c2)OCO3)nnc1SCc1ccccc1	i	i	i	i	i	0.3	i	i	i	i	16
Cc1cc(Oc2ccc(N)cn2)cc(C)c1Cl	i	i	i	i	i	-0.4	i	i	i	i	-15
CC(C)(Oc1ccc(Cl)cc1)C(=O)Nc1c2c(nn1C(C)(C)C)CS(=O)(=O)C2	i	i	i	i	i	0.4	i	i	i	i	26

Assay outcomes (PubChem BioAssay)
